# MEKK3 PB1 HTS: raises or lowers MEK5 binding to the human MEKK3 PB1 domain; AID 1529; binding response (% of control), % at 10 µM; bead-based flow cytometry, Alexa488-MEK5 binding to MEKK3; actives lie on both sides; 0 = blocked by unlabeled MEK5, 100 = vehicle; 290,000 compounds, 1.4% hits;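 active means binding response more than 3 SD above or below the average of its plate-row segment, actives on both sides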;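 further: Alexa488 bead fluorescence after subtracting the streptavidin-only scavenger bead signal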
# Target sequence (Q99759 whole entry, looked up, the tested form may be a part): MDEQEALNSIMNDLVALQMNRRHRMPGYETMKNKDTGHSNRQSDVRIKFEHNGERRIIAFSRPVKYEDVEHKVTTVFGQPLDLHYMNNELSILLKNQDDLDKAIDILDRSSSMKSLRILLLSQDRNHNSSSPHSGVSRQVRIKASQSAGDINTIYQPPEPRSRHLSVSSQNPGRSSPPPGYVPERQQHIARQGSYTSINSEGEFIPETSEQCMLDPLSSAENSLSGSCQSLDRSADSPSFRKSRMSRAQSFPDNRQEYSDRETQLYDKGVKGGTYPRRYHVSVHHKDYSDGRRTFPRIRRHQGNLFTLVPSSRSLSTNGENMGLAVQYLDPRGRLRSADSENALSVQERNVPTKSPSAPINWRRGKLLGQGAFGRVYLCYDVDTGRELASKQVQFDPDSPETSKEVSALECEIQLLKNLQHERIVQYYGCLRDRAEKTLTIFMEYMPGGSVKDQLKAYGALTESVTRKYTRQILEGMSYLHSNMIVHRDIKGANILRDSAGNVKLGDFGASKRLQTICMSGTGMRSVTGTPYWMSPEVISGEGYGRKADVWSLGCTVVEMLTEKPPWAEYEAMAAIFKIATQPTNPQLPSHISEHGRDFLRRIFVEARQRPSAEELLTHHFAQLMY
# IDE inh: cellular human IDE inhibition | HEK cells, FAbetaB cleavage, fluorescence polarization | inhibition, % at 5.59 µM | 320,000 compounds, 0.41% hits | AID 434962;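 active means percent inhibition above the average of all tested compounds plus 3 SD, set per screening campaign, cut at about 16% in these data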;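 further: IDE supplied by intact live HEK cells; FP after avidin binding of uncleaved biotin substrate so inhibition keeps polarization high; 0% = DMSO wells and 100% = 60 µM reference IDE inhibitor Ii1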
# PHOSPHO1 inh: inhibitors of human PHOSPHO1 phosphatase; Q8TCT1; recombinant PHOSPHO1, absorbance phosphatase assay; inhibition, % at 13.3 µM; 290,000 compounds, 1.1% hits; AID 1565; in the data active means inhibition above about 60%
# Target sequence (Q8TCT1 whole entry, looked up): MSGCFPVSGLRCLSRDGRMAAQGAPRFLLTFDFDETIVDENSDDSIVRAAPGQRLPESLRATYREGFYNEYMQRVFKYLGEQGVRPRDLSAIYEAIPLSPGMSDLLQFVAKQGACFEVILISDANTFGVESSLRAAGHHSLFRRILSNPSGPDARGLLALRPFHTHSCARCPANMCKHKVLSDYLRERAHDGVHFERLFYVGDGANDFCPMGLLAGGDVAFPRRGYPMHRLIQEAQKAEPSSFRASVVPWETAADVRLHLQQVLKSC
# pCIP destab: p/CIP protein destabilization | Q05BA5 | F442A p/CIP-EGFP cells, EGFP fluorescence, 16 h | decrease of EGFP signal, % at 10 µM | 290,000 compounds, 0.01% hits | AID 1984;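 active means EGFP signal decrease of at least 30% at 10 µM or well 3 SD below plate mean, unless failing retest; inactive means the rest, including hits failing retest or dose response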; further: some compounds called inactive have numbers as strong as hits; many of its hits are not listed in these tables
# * = called active by the depositor; nt = no result given; [ ] = another dose, or the depositor's remark. Not all compounds are listed. The share of hits here may be higher or lower than overall.
SMILES | MEKK3 PB1 HTS | IDE inh | PHOSPHO1 inh | pCIP destab
CCCCC(=O)Nc1sc2c(c1-c1nc3ccccc3s1)CCN(C(C)=O)C2 | 101 | nt | 30 | -7
Cc1cc(-c2ccccc2)nc(N2CCC(C(=O)NCc3ccccc3Cl)CC2)n1 | 91 | nt | 9 | -3
COc1ccc(O[C@H]2C=C[C@@H](c3ccccc3)O[C@@H]2COC(=O)CC/C(C)=N/O[C@@H](C)CN2CCCCc3nc(C)c(C)cc32)cc1 | 106 | nt | 13 | 0
COC(=O)[C@@]1(Cc2ccc(OC)cc2)[C@H]2c3cc(C(=O)N4CCCC4)n(CCc4c[nH]c5ccc(O)cc45)c3C[C@H]2CN1C(=O)c1ccccc1 | 96 | nt | 1 | -4
Cc1cc(C)nc(N2CCN(c3nc(C)cc(C)n3)CC2)n1 | 103 | nt | 13 | -6
CC(=O)c1ccc(N2CCN(C(=O)c3ccc4c(Cl)c5c(nc4c3)CCCC5)CC2)cc1 | 108 | nt | 36 | -7
CCOc1ccc(CCN2C(=O)C(=O)N([C@H](CCCN(C)Cc3ccccc3)CNCc3ccccc3)C[C@@H]2C(C)C)cc1 | 96 | nt | -4 | -1
CC[C@@H]1CC=C[C@H]2[C@H]1C(=O)N(Cc1ccccc1)[C@H]2c1ccc2ccccc2c1 | 79*[inhibitor] | nt | 35 | -17
Cc1ccc(-c2nnc3c4ccccc4c(C)nn23)cc1NC(=O)CN1CCOCC1 | 103 | nt | -6 | 4
COc1ccc(N=Nc2n(C)c3ccccc3[n+]2C)cc1 | 87 | nt | 20 | -13
COc1ccc(Nc2ccc3nnc(-c4ccc(Br)cc4)n3n2)cc1 | 99 | nt | -1 | -3
COc1ccc(-c2nsc3c(SCC(=O)Nc4cc(C)ccc4C)ncnc23)cc1 | 95 | nt | 40 | -15
COC(=O)[C@@H](NC(=O)O[C@H]1C(=O)c2ccc(OC)cc2O[C@@H]1c1ccc2c(c1)OCO2)C(C)C | 107 | nt | -9 | -2
Cc1c2c(nc3nc4ccccc4n13)CCCC2=O | 101 | nt | 1 | -7
Fc1ccc(/C=C2\CCCC3=C2NC(=S)NC3c2ccc(F)cc2)cc1 (stereo unspecified) | 100 | nt | -7 | -2
Cc1cccn2c(=O)c3cc(C#N)c(=O)n(CC4CCCO4)c3nc12 (stereo unspecified) | 101 | nt | 31 | -6
O.O.O.O=S(=O)([O-])OC[C@H]1O[C@@H](O[C@]2(COS(=O)(=O)[O-])O[C@H](OS(=O)(=O)[O-])[C@@H](OS(=O)(=O)[O-])[C@@H]2OS(=O)(=O)[O-])[C@H](OS(=O)(=O)[O-])[C@@H](OS(=O)(=O)[O-])[C@@H]1OS(=O)(=O)[O-].[Al] | 100 | nt | -1 | -4
CC1CN(S(=O)(=O)c2ccc(C(=O)Nc3sc4c(c3C(N)=O)CCN(C)C4)cc2)CC(C)O1 (stereo unspecified) | 94 | nt | 5 | -28
CC1OC(O[C@H]2CC[C@]3(C)C4C=C[C@]56OC[C@@]7(CC[C@@H](C)[C@H](C)C75)[C@H](O)C[C@@]6(C)[C@]4(C)CC[C@H]3C2(C)C)C(OC2OC(CO)C(O)C(O)C2OC2OCC(O)C(O)C2O)C(O)C1O (stereo partly specified) | 71 | nt | 31 | 5
COc1cc(C)c(Cl)cc1S(=O)(=O)NCc1ccncc1 | 100 | nt | -25 | -30
NC(=O)C(=CNc1nc(-c2ccc(Cl)c(Cl)c2)cs1)C(N)=O | 99 | nt | 54 | 2
CCCCn1c(=S)[nH]c2c(oc3ccc(Cl)cc32)c1=O | 52 | nt | -13 | -4
CC1CCCN(c2nc3c(c(=O)[nH]c(=O)n3C)n2CCSc2ncccn2)C1 (stereo unspecified) | 113 | nt | 24 | -6
COc1ccc(-c2[nH]ncc2CN(Cc2nccn2C)C(C)C)cc1F | 102 | nt | -12 | 3
O=C(C1=C[C@H](c2ccccc2)C[C@H](OCc2ccc(CO)cc2)O1)N1CCCCCCC1 | 99 | nt | -4 | 3
CCOC(=O)c1[nH]c2ccc(OC)cc2c1NC(=O)C(C)N1CCC2(CC1)OCCO2 (stereo unspecified) | 95 | nt | 23 | -4
O=c1c(-c2nc3ccccc3o2)c2oc3ccccc3n2c2ccccc12 | 108 | nt | 7 | -22
CCOC(=O)c1[nH]c(C)c(C(=O)O)c1C | 94 | nt | 20 | -3
Cc1[nH]c(C)c(C(=O)O)c1CNC1CCCCC1C (stereo unspecified) | 105 | nt | -25 | -3
Cc1ccc(NC(=O)Cn2cnc3sc(C(=O)NCCN(C)C)c(C)c3c2=O)cc1Cl | 80 | nt | -7 | 4
O=C1Cc2cc(CCN3CCN(c4nsc5ccccc45)CC3)c(Cl)cc2N1 | 106 | nt | 28 | -12
O=C(O)CN1CCNCC1 | 103 | nt | -7 | 5
COc1cc([N+](=O)[O-])cc(/C=N/NC(=O)CC#N)c1O | 102 | nt | 24 | -15
Cc1ccc(NC(=O)c2snc3c(=O)[nH]cnc23)cc1C | 101 | nt | 9 | 5
N[C@@H](Cc1c[nH]c2ccccc12)C(=O)O | 104 | nt | 13 | 9
O=C(CN1CCCN(S(=O)(=O)c2ccc(Br)cc2)CC1)Nc1ccc2c(c1)OCO2 | 1.0*[inhibitor] | nt | -9 | -2
Cc1cccc(-n2c(N)cc(=O)nc2SC(C)C(=O)NC2CCCCC2)c1 (stereo unspecified) | 106 | nt | 21 | 5
Cc1ccc(S(=O)(=O)N2CCN(c3nc(C)nc4sc5c(c34)CCC(C)C5)CC2)cc1 (stereo unspecified) | 95 | nt | 40 | -5
CCc1nnc(NS(=O)(=O)c2ccc(NS(=O)(=O)c3ccc(NC(C)=O)cc3)cc2)s1 | 105 | nt | -5 | 8
COc1ccc(/C=C2\SC(=Nc3ccccc3)NC2=O)cc1 | 101 | nt | 4 | 8

# MEKK3 PB1 HTS: what is marked active above
SMILES | MEKK3 PB1 HTS | IDE inh | PHOSPHO1 inh | pCIP destab
CC[C@@H]1CC=C[C@H]2[C@H]1C(=O)N(Cc1ccccc1)[C@H]2c1ccc2ccccc2c1 | 79*[inhibitor] | nt | 35 | -17
O=C(CN1CCCN(S(=O)(=O)c2ccc(Br)cc2)CC1)Nc1ccc2c(c1)OCO2 | 1.0*[inhibitor] | nt | -9 | -2

# (cont.)
SMILES | MEKK3 PB1 HTS | IDE inh | PHOSPHO1 inh | pCIP destab
CCn1cc(C(=O)N/N=C(/C)c2ccc(F)cc2)c(=O)c2cc(F)c(N3CCCC3)cc21 | 101 | nt | 16 | 9
CC(=O)c1cn(CCCCCCCCCCn2cc(C(C)=O)c(=O)[nH]c2=O)c(=O)[nH]c1=O | 99 | nt | 8 | -16
CCN(CC)CCN1C(=O)C(=O)/C(=C(/O)c2ccc(C)cc2)C1c1ccncc1 (stereo unspecified) | 98 | nt | -7 | -13
CCOc1ccc(C2=Cc3cc(OC)c(OC)cc3C(=C(Cl)Cl)O2)cc1 | 104 | nt | 67* | -6
FC(F)(F)c1cc(C(F)(F)F)c2ccc(N/N=C/c3cccc(Cl)c3)nc2n1 | 105 | nt | -12 | -2
O=C(CN1CCN(CCN2C(=O)c3cccc4cccc(c34)C2=O)CC1)c1ccc(Cl)cc1 | 106 | nt | -18 | 4
CO[C@H]1C[C@@H]2CC[C@@H](C)[C@@](O)(O2)C(=O)C(=O)N2CCCC[C@H]2C(=O)O[C@H]([C@H](C)C[C@@H]2CC[C@@H](O)[C@H](OC)C2)CC(=O)[C@H](C)C=C(C)[C@@H](O)[C@@H](OC)C(=O)[C@H](C)C[C@H](C)C=CC=CC=C1C | 108 | nt | -14 | -1
CSCCC(NC(=O)c1ccccc1)c1nc(-c2ccccc2)no1 (stereo unspecified) | 107 | nt | 3 | -2
Cc1ccc(NC(=S)NC(=O)c2sc3ccccc3c2Cl)c(C(=O)O)c1 | 108 | nt | 3 | -2
CN1C2CCC1/C(=C\c1ccccc1Cl)C(=O)/C2=C\c1ccccc1Cl | 93 | nt | -1 | -7
COCCn1c(-c2cccs2)nc2c(c(=O)c3ccccc3n2C)c1=O | 102 | nt | -5 | 9
O=C(Cc1ccccc1)N/N=C/c1ccccc1F | 99 | nt | 21 | -5
Cn1c(=O)c2c(SCC(=O)N3CCOCC3)nc(CC(C)(C)C)nc2n(C)c1=O | 111 | nt | -3 | -1
Cc1cccc(NC(=O)C2CCCN2S(=O)(=O)c2cccc3cccnc23)c1 (stereo unspecified) | 109 | nt | -3 | -11
Cc1cc(C)c(NC(=O)C(C)Sc2nnc(-c3ccco3)n2-c2ccccc2)c(C)c1 (stereo unspecified) | 95 | nt | -14 | 1
CCn1c(-c2ccc(F)cc2)cnc1SCC(=O)N1CCCCC1C (stereo unspecified) | 86 | nt | 37 | 2

# New compounds follow.
# Below each compound – MEKK3 PB1 HTS | IDE inh | PHOSPHO1 inh | pCIP destab
Cc1cccc(C(=O)Nc2ccc(C)c(OC(=O)c3cccc(C)c3)c2)c1
 : 2.0*[inhibitor] | nt | 9 | 6
O=C(CSc1nnc(-c2ccccc2)o1)n1c2c(c3ccccc31)CCCC2
 : 99 | nt | -25 | -8
COc1ccc2o/c(=N/NC(=S)Nc3ccccc3)c(C(N)=O)cc2c1
 : 96 | nt | 1 | -3
C#CCOCCOCCOCCNc1nc(N2CCN(C(=O)[C@H](CCC(=O)O)n3cc(C(N)Cc4ccc(O)cc4)nn3)CC2)nc(N2CCN(C(=O)[C@H](CCCCN)n3cc(C(N)[C@H](C)CC)nn3)CC2)n1 (stereo partly specified)
 : 84 | nt | 22 | -7
CC1(C)SC2[C@H](NC(=O)C(NC(=O)N3CCNC3=O)c3ccccc3)C(=O)N2C1C(=O)O (stereo partly specified)
 : 104 | nt | 1 | -6
CNCCCNCc1ccc(SC)cc1
 : 108 | nt | -7 | 3
COC(=O)c1[nH]c2ccccc2c1NC(=O)CCN1CCN(C2CCCCC2)CC1
 : 103 | nt | 0 | -6
CCCn1c(SCC(=O)NC(=O)NCc2ccco2)n[nH]c1=O
 : 105 | nt | -31 | 11
C#CCOCCOCCOCCNc1nc(N2CCN(C(=O)[C@H](CCCCN)n3cc(C(N)CO)nn3)CC2)nc(N2CCN(C(=O)[C@H](CCC(=O)O)n3cc(C(N)CC(C)C)nn3)CC2)n1 (stereo partly specified)
 : 81 | nt | 22 | -2
CC1OC(OC2C(OC3C(O[C@H]4CC[C@]5(C)C6C=C[C@]78OC[C@@]9(CC[C@@H](C)[C@H](C)C97)[C@H](O)C[C@@]8(C)[C@]6(C)CC[C@H]5C4(C)C)OC(C)C(O)C3O)OC(CO)C(O)C2O)C(O)C(O)C1O (stereo partly specified)
 : 82 | nt | 18 | -11
Cc1ccc(-c2nc3ccccc3n3c(C)nnc23)cc1
 : 101 | nt | 14 | -5
C/C(CCN1CCCCc2nc(C)c(C)cc21)=N\OC[C@@H](O)[C@H]1O[C@@H]2OC(C)(C)O[C@@H]2[C@H]1O
 : 107 | nt | -21 | -19
Cc1nn(-c2ccccn2)c2c1C(c1ccccn1)C1=C(CCCC1=O)N2 (stereo unspecified)
 : 102 | nt | -7 | -11
C/C(=C/CCC(C)C1CCC2(C)C3CCC4C(C)(C)C(=O)CCC4(C)C3=CCC12C)C(=O)O (stereo unspecified)
 : 97 | nt | 22 | -8
COc1ccc(-c2nc(-c3cccc(C)c3)nc(Cl)c2C#N)cc1
 : 101 | nt | 6 | -5
CC(C)c1ccc(NC(=O)CSc2nc3c(c(=O)[nH]2)CCC3)cc1
 : 104 | nt | -3 | -16
Cn1c(=O)[nH]c(=O)c2c1nc(N1CCCC1)n2CCSc1nc2ccccc2[nH]1
 : 104 | nt | 26 | -10
Cc1ccc(C)c(N2CCN(S(=O)(=O)c3ccc4c(c3)CCC(=O)N4)CC2)c1
 : 103 | nt | -4 | -15
O=C1OCC2OC(O)C(O)C(O)C2OC(=O)c2cc(O)c(O)c(O)c2-c2c(O)c(O)c3oc(=O)c4c(c(O)c(O)c5oc(=O)c2c3c54)-c2c1cc(O)c(O)c2O (stereo unspecified)
 : 73*[inhibitor] | nt | 31 | 2
CC(C)[C@@H]1NC(=O)c2cc([N+](=O)[O-])cc(I)c2NCC[C@@H](C(N)=O)NC(=O)[C@H](CO)NC1=O
 : 105 | nt | -11 | -8
CC(=O)c1ccc(-c2csc(N3CCC(C(N)=O)CC3)n2)cc1
 : nt | 2 | nt | nt
O=C1OC(=O)C2C3CCC(O3)C12 (stereo unspecified)
 : nt | -2 | nt | nt
Cc1ccccc1[C@]1(C)ON(c2ccccc2C(F)(F)F)C1=O
 : nt | 0 | nt | nt
COc1ccc(-c2ccc3oc(-c4ccsc4)c(-c4ccc(Br)nc4)c3c2)cc1
 : nt | 0 | nt | nt
CC(=O)OC[C@]12CC[C@H]3[C@@](C)(CC[C@H]4C(C)(C)CCC[C@]34C)[C@@H]1C[C@H](C1=CC(=O)O[C@H]1OC(C)=O)O2
 : nt | 4 | nt | nt
CNC[C@H](Cc1cccc2ccccc12)NC[C@H](CCSC)NCC1CCC(C(C)(C)C)CC1 (stereo partly specified)
 : nt | 2 | nt | nt
O=C1[C@@H]2C3C=CC(O3)[C@@H]2C(=O)N1c1ccccc1
 : nt | 3 | nt | nt
